Source: PubChem (several laboratories)
CendR NRP1 mod – NRP-1/CendR interaction modulation. O14786. FAM-RPARPAR peptide binding to NRP-1, fluorescence polarization. inhibition, % at 25 µM. 0.85% of 360,000 active;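 active = inhibition or corrected inhibition above about 18%, plus a signal ratio from 0.5 to 1.5, limit read from the data, passing the limit was not always enough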; also: strong numbers were not always called active
NadD inh – NadD (S. aureus) enzyme inhibition | 0.78% of 360,000 active | inhibition, % at 20 µM | purified NadD enzyme, colorimetric absorbance read-out; in the data active = inhibition above about 26%; also: some compounds past the cut are filed as inactive
LMPTP block – LMPTP (human) inhibition. P24666. recombinant LMPTP-A, OMFP fluorogenic substrate, fluorescence intensity. inhibition, % at 20 µM. 0.22% of 360,000 active;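 active = compounds that cut the enzyme signal by at least half of the control window in the single-dose screen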;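 also: plate controls were DMSO wells with enzyme plus substrate for no effect and substrate without enzyme for full effect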
Target sequence (P24666 whole entry, looked up): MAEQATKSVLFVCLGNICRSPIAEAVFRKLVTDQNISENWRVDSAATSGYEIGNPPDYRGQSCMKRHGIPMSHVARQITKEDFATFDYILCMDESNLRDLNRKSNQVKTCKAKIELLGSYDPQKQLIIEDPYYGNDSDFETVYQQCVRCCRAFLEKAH
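material = LMPTP-A | quantity = 0.625 nM enzyme | reagent = OMFP substrate, 400 µM final | buffer or medium = Bis-Tris pH 6.0, DTT, detergent | detection = endpoint fluorescence intensity from OMFP dephosphorylation | dosing = single 20 µM dose | read-out basis = % inhibition relative to no-enzyme and uninhibited control wells | control set = no-enzyme and uninhibited controls | timing = 50 min at room temperature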
DNMT1 inh – blocks human DNA methyltransferase DNMT1; P26358; DNMT1 molecular beacon, Hinp1I cleavage, fluorescence; inhibition (reported as % activation of signal), % at 10 µM; 0.83% of 360,000 active; AID 588458; in the data active = inhibition above about 50%
TbMetRS inhib – Trypanosoma brucei MetRS inhibition; purified T. brucei MetRS, ATP depletion, Kinase-Glo luminescence; inhibition, % at 11.9 µM; 0.4% of 360,000 active;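 active = inhibition above a per-plate cutoff of the control wells' mean inhibition plus 3 SD, cut at about 5.5% in these data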;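 also: 0% = DMSO wells median and 100% = median of wells with control inhibitor compound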
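Assay system: T. brucei methionyl-tRNA synthetase, purified | Medium: HEPES buffer with MgCl2, KCl, DTT, spermine, BSA, pyrophosphatase | Compound: 11.9 µM single point | Incubation: 15 min enzyme-compound preincubation, 2 h reaction, 10 min detection, 25 °C | Measured by: Kinase-Glo luciferase luminescence reporting remaining unconsumed ATP | Measure: % inhibition normalized to control-well medians | Replication: Singlicate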
SKN-1 inh – C. elegans SKN-1 inhibition | C. elegans VP596 Pgst-4::GFP/RFP ratio, acrylamide-induced, 24 h | 0.49% of 360,000 active | inhibition, % at 21.8 µM;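 active = interference check ratio from 0.5 to 1.5 plus GFP to RFP signal ratio inhibition reaching or exceeding a fixed threshold, cut at about 30% in these data, passing the limit was not always enough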; also: some compounds called inactive have numbers as strong as hits
STEP block – blocks human striatal-enriched tyrosine phosphatase. P54829. recombinant STEP, OMFP fluorogenic substrate, fluorescence. inhibition, % at 20 µM. 0.25% of 360,000 active;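 active = inhibition at 20 µM, scaled per plate between control wells, above about 37%, limit read from the data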;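 also: 0% = DMSO with enzyme and substrate and 100% = substrate only without enzyme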
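Also added – OMFP at 25 µM · Test system – STEP tyrosine phosphatase · Technique – FITC-channel fluorescence of OMFP product · Schedule – 20 min at room temperature, dark · Evaluation – control-normalized % inhibition with plate pattern correction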
Neddyl block – blocks human cullin neddylation; TR-FRET cullin neddylation, biochemical; P61081+Q13564; calls only at 25 µM; 0.58% of 360,000 active; AID 651699; in the data active = inhibition above about 36%
Scp-1 inhibitor – blocks human Scp-1 phosphatase activity; Recombinant Scp1, phosphopeptide, malachite green phosphate absorbance; Q9GZU7; inhibition, % at 20 µM; 0.88% of 340,000 active;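 active = inhibition above about 50% at 20 µM, limit read from the data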;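 also: plate controls were DMSO wells with enzyme for no effect and wells lacking enzyme for full effect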
Target sequence (Q9GZU7 76-261 limits assumed): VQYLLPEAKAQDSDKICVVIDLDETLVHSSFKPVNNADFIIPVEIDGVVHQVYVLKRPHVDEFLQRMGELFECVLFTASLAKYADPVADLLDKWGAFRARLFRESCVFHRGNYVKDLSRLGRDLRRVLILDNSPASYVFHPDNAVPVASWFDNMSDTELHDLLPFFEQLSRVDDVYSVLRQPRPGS
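System: SCP-1 catalytic domain; Reagent: Phospho 17-mer peptide substrate; Doses: one concentration, 20 µM, with 1.0% DMSO; Incubation: 45 min room-temperature reaction, 5 min colour, 30 min stabiliser; Signal: Phosphate-binding colour reagent, absorbance read at 630 nm.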
SUMO1 PPI mod – SUMO1-SIM interaction modulation | SUMO1 binding to a labelled peptide, TR-FRET, 1 h | 0.33% of 360,000 active | P63165 | inhibition, % at 20 µM; in the data active = inhibition above about 37%
Target sequence (P63165 whole entry, looked up): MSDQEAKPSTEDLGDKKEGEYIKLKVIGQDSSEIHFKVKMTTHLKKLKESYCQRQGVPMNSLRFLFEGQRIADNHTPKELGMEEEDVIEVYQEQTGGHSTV
An asterisk follows results filed as active; i = inactive; / = no result given; + = active, no number.

The line under a structure holds: CendR NRP1 mod	NadD inh	LMPTP block	DNMT1 inh	TbMetRS inhib	SKN-1 inh	STEP block	Neddyl block	Scp-1 inhibitor	SUMO1 PPI mod
COc1ccc2sc(-c3ccccc3OC)c(-c3ccc(O)cc3)c2c1
    7.5	-5.1	2.6	-27.1	-0.1	0.2	1.7	i	-4.4	-0.5
O=C1c2ccccc2C(=O)N1CCc1nc2ccccc2c(=O)n1Cc1ccco1
    1.7	-4.3	0.2	2.7	-0.5	-2.2	-1.7	i	1.7	-10.4
COc1ccc(C(=O)C[n+]2ccccc2/C=N/O)cc1
    -2.8	-3.3	0.1	1.2	-0.7	2.0	-3.5	i	-3.7	-23.4
Cc1ccc(Cn2nc(C)c(NC(=O)C3CC3)c2C)cc1
    5.1	3.9	-1.3	-6.4	-0.2	-3.5	-0.2	i	-5.0	2.2
Cc1[nH]n(-c2nc(-c3cccc([N+](=O)[O-])c3)cs2)c(=O)c1C
    -1.9	3.8	-0.2	-1.7	0.5	5.5	9.9	i	14.1	-11.7
COC(=O)c1sc(N)c(C(=O)OC)c1COC(=O)[C@@H](NS(=O)(=O)c1cccc(Cl)c1)C(C)C
    -8.4	-5.6	0.9	-2.0	-0.7	13.5	-2.5	i	-10.1	-1.4
N#Cc1ccc(C=NN2CCCCCC2)cc1
    7.3	-4.0	1.0	3.4	-0.3	13.2	1.4	i	29.3	-14.8
COc1cccc(C(=O)NCCCNC(=O)c2ccco2)c1
    3.1	0.4	-1.5	-1.8	-0.5	6.9	-0.6	i	-7.7	-3.4
COc1ccc(N(CC(=O)NN=C2CCCCCCC2)S(=O)(=O)c2ccccc2)cc1Cl
    -6.1	-1.0	0.2	-5.1	-0.5	-0.3	-6.1	i	1.1	0.3
CCOc1ccc2[nH]c(=O)c(CN(CCN3CCCC3)C(=S)Nc3ccccc3OC)cc2c1
    -0.6	23.5	2.1	-7.0	0.5	-5.9	2.0	i	-0.3	4.9
CC(=O)N(C)c1cccc(-c2ccc3nnc(C)n3n2)c1
    -1.0	-8.0	-3.0	-2.7	-0.6	-8.2	-0.9	+	4.5	-12.4
Cn1c(=O)oc2cc(S(=O)(=O)Nc3ccc(Cl)cc3F)ccc21
    -8.3	5.4	-0.7	-2.4	0.2	-2.2	-0.9	i	-0.4	3.4
O=C1CC(SC(=S)C2CCCC2=O)C(=O)N1 (stereo unspecified)
    -3.5	0.1	0.6	68.8*	-0.3	-19.5	11.6	i	/	30.3
O=C(NCC1CCCO1)c1cc(Br)c(Br)s1 (stereo unspecified)
    -2.2	-1.2	-2.3	0.5	-0.4	-1.5	-1.3	i	-1.8	6.6
O=C(Oc1cccc(C(=S)N2CCOCC2)c1)c1ccccc1
    -6.9	-4.4	-0.2	1.8	-0.9	-2.1	-0.8	i	-7.1	3.1
CSc1ncccc1C(=O)Nc1cccc(S(=O)(=O)N2CCCCC2)c1
    -3.3	0.7	0.7	-2.7	0.1	2.4	4.4	i	-2.2	7.2
COCCn1c(SCC(=O)Nc2ccccc2F)nc2c(c1=O)SCC2
    -4.8	-1.0	-1.2	-0.1	-0.2	8.2	7.1	i	-2.0	-8.4
Cc1oc2c(C)c3oc(=O)c(CCC(=O)O)c(C)c3cc2c1-c1ccccc1
    -79.4	8.2	4.1	3.3	-0.7	18.5	2.0	i	17.7	38.3*
O=C(c1ccncc1)N(c1ccc(N2CCOCC2)cc1)C(c1ccccc1)c1nc2ccccc2[nH]1 (stereo unspecified)
    10.6	-3.2	-0.3	-16.9	-0.1	3.8	0.8	i	/	-2.5
Cc1ccc(C)c(C(=O)Nc2nc3ccccc3[nH]2)c1
    -3.2	7.4	-1.8	2.2	-0.1	6.1	-0.8	i	-5.5	0.3
O=c1[nH]c(SCc2ccccc2Cl)nc2[nH]ncc12
    2.4	-4.5	-0.3	1.7	-0.4	-10.0	1.6	i	-5.0	5.8
CCc1nc2ccccc2n1CC(=O)OCC(=O)N(CC(C)C)c1c(N)n(Cc2ccccc2)c(=O)[nH]c1=O
    -2.7	7.3	0.1	-0.6	-0.1	5.7	-3.7	i	1.0	0.2
CCOc1ccccc1NC(=O)c1cc(S(=O)(=O)N2CCC3(CC2)OCCO3)ccc1F
    -15.4	-8.0	0.5	-0.5	0.6	3.2	0.3	i	-5.6	0.5
O=C(Cc1cccc2ccccc12)N/N=C/c1ccc(F)cc1
    7.9	-11.6	0.7	2.5	-0.1	-0.3	4.4	i	16.1	0.9
CCc1ccccc1N1C(=O)C2C3CC(=O)C(c4ccccc43)C2C1=O (stereo unspecified)
    -1.3	-2.5	-1.6	4.3	-0.4	5.3	-3.3	i	1.2	2.1
CC1(C)C(C(=O)O)N2C(=O)C(NC(=O)Cc3ccccc3)C2S1=O (stereo unspecified)
    12.2	0.7	-2.0	-4.7	-0.4	19.1	1.3	i	3.0	3.7
Cc1ccc(NC(=S)N(CCCN2CCCC(C)C2)Cc2ccco2)cc1C (stereo unspecified)
    -2.4	-6.0	-0.9	0.4	0.3	-1.1	3.7	i	-4.6	1.7
CCOc1ccc(-c2nnn(CC(=O)NCc3ccccc3)n2)cc1
    -4.9	-6.4	1.8	4.4	-0.9	-6.8	0.6	i	57.2*	2.2
O=C(Nc1nc(-c2cc3ccccc3o2)cs1)c1ccc(S(=O)(=O)N2CCCC2)cc1
    3.1	24.8	-0.4	-6.4	-1.0	5.7	-2.4	/	3.8	-1.7
CCCN1CCN(C(=O)c2ccc(Sc3ccc(C)cc3)c(NC(C)=O)c2)CC1
    -6.1	-5.4	-0.4	-1.8	-0.7	-8.9	0.4	i	-3.8	-0.2

DNMT1 inh: what is marked active above.
mol	CendR NRP1 mod	NadD inh	LMPTP block	DNMT1 inh	SKN-1 inh	Neddyl block	Scp-1 inhibitor	SUMO1 PPI mod
O=C1CC(SC(=S)C2CCCC2=O)C(=O)N1 (stereo unspecified)	-3.5	0.1	0.6	68.8*	-19.5	i	/	30.3

Returning to the listing; the four compounds before the break are reprinted first.
The line under a structure holds: CendR NRP1 mod	NadD inh	LMPTP block	DNMT1 inh	TbMetRS inhib	SKN-1 inh	STEP block	Neddyl block	Scp-1 inhibitor	SUMO1 PPI mod
Cc1ccc(NC(=S)N(CCCN2CCCC(C)C2)Cc2ccco2)cc1C (stereo unspecified)
    -2.4	-6.0	-0.9	0.4	0.3	-1.1	3.7	i	-4.6	1.7
CCOc1ccc(-c2nnn(CC(=O)NCc3ccccc3)n2)cc1
    -4.9	-6.4	1.8	4.4	-0.9	-6.8	0.6	i	57.2*	2.2
O=C(Nc1nc(-c2cc3ccccc3o2)cs1)c1ccc(S(=O)(=O)N2CCCC2)cc1
    3.1	24.8	-0.4	-6.4	-1.0	5.7	-2.4	/	3.8	-1.7
CCCN1CCN(C(=O)c2ccc(Sc3ccc(C)cc3)c(NC(C)=O)c2)CC1
    -6.1	-5.4	-0.4	-1.8	-0.7	-8.9	0.4	i	-3.8	-0.2
CC1CCCN(C(=O)NC(=O)c2ccc(Cl)cc2)C1 (stereo unspecified)
    8.2	-8.5	-2.3	2.4	-0.5	-16.1	1.1	i	-9.2	2.4
COC(=O)CSc1ccc2nnc(CCNS(=O)(=O)c3ccc(C)cc3)n2n1
    9.2	-0.5	-2.5	-0.1	0.1	-2.0	4.6	i	-10.5	0.5
Cc1sc2ncnc(SCC(=O)NNC(=O)c3ccco3)c2c1C
    -3.4	-5.7	0.0	1.7	-0.4	5.7	0.4	i	-1.1	1.6
CC(C)N(Cc1ccccc1)C(=S)Nc1ccc(F)cc1
    0.9	-0.3	-1.5	-0.9	-0.7	5.5	0.5	i	2.2	-3.2
COC(=O)Cn1c(CN(Cc2ccccc2)Cc2ccccc2)nc2c1c(=O)[nH]c(=O)n2C
    -1.6	3.2	-1.7	3.7	-1.1	1.0	0.6	i	7.5	11.2
O=C(Nc1ccc(S(=O)(=O)Nc2ccccn2)cc1)c1cccc(Cl)c1
    -5.7	6.7	0.3	-11.1	-0.6	0.3	1.0	i	-5.5	5.6
COc1cc(CC(=O)OCC(=O)c2ccc[nH]2)cc(OC)c1OC
    -8.1	0.8	2.4	-16.6	-0.2	11.4	-2.7	i	-5.7	4.1
Cc1ccsc1C1Nc2ccccc2C(=O)N1O (stereo unspecified)
    -8.2	0.1	-2.1	-1.1	-0.1	8.0	2.3	i	-5.2	-1.0
Cc1cc(C)c([C@@H]2C[C@H]3CN(C4CCCC4)C(=O)[C@]34CCCN24)c(-n2cccn2)c1
    7.9	1.0	2.2	2.1	-1.4	-5.0	0.5	i	-4.0	-0.1
CCN(CC(=O)N1CCC(C(N)=O)CC1)S(=O)(=O)c1cc(Cl)ccc1Cl
    16.3	16.7	0.5	-10.5	-0.2	6.3	3.3	i	4.8	6.6
O=C(COC(=O)C1COc2ccccc2O1)Nc1cccc(F)c1 (stereo unspecified)
    -2.3	-4.1	-0.6	9.8	0.0	18.8	3.7	i	-1.4	2.2

3 compounds out of the list above, arranged by the value under LMPTP block, descending:
molecule | LMPTP block
COc1cc(CC(=O)OCC(=O)c2ccc[nH]2)cc(OC)c1OC | 2.4
O=C(Nc1ccc(S(=O)(=O)Nc2ccccn2)cc1)c1cccc(Cl)c1 | 0.3
CC1CCCN(C(=O)NC(=O)c2ccc(Cl)cc2)C1 (stereo unspecified) | -2.3
